Bioassay records: PubChem BioAssay, Broad Institute
S100A4 inh HTS: S100A4-myosin IIA interaction inhibition. S100A4/TAMRA-MyoIIA peptide fluorescence polarization. inhibition, % at 10.7 µM. hit rate 0.14% among 360,000. AID 652163;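 active means mean inhibition of at least 70% across replicates, with every replicate also reaching that level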
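Assay system: human S100A4 monomer with TAMRA-labelled myosin IIA peptide / Buffer or medium: Calcium-containing HEPES buffer, pH 7.2 / Reagent: TAMRA-labelled myosin IIA heavy-chain peptide probe, 5 nM / Compound: one dose per compound / Timing: polarization read 5 min after assay mix addition, stable 5–60 min / Benchmarks: neutral control DMSO, positive control TFP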
E-sel inducer: E-selectin induction on HUVECs | P16581 | HUVEC E-selectin immunofluorescence imaging; normalized: neutral wells 0, TNF-alpha wells 100 | activation, % at 7.58 µM | hit rate 0.37% among 260,000 | AID 686992;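 active means mean E-selectin-positive cell signal at least 10% of the positive control, reached in at least 60% of replicates, without over 20% cell loss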;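 further: in these data hits start at about 27%; measured in HUVEC primary endothelial cells; signal is the percent of cells scored E-selectin positive by PE staining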
Target sequence (P16581 whole entry, looked up): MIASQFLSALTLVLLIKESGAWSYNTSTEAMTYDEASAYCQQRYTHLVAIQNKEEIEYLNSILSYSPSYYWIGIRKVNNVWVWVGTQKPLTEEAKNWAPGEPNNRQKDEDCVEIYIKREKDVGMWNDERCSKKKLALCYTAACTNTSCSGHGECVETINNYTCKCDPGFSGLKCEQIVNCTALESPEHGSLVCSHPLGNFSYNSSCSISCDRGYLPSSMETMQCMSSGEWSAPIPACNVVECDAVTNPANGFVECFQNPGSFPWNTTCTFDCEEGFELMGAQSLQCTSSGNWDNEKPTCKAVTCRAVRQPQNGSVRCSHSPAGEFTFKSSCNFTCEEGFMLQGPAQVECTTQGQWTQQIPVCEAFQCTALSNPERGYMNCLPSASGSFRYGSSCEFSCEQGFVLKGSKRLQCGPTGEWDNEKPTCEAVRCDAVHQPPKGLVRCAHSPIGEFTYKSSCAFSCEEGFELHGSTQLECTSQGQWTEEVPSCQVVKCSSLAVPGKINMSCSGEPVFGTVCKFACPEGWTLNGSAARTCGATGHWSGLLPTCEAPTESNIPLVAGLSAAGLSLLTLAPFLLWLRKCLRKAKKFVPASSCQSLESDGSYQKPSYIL
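Test system: HUVEC | Signal: Immunofluorescence imaging | Read-out: Percent E-selectin-positive cells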
RAD52 inh: RAD52 (human) annealing inhibition. inhibition, % at 18.7 µM. recombinant RAD52 DNA annealing, FRET fluorescence. AID 651710. P43351. hit rate 0.46% among 360,000;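 active means every replicate showing at least 50% inhibition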
Target sequence (P43351 whole entry, looked up): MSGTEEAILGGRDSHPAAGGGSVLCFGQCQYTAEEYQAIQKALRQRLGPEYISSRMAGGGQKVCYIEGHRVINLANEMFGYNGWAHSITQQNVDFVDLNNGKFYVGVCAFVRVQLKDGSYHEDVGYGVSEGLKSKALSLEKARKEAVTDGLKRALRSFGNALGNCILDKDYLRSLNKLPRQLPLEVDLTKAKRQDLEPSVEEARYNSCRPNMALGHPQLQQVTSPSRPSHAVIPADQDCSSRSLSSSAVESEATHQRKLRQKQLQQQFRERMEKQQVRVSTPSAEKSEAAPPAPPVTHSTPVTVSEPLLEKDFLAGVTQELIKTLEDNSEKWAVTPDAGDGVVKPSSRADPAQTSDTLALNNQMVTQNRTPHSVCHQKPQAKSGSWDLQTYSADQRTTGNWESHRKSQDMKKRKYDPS
ERAP1 inh: inhibitors of human ERAP1 aminopeptidase | Q9NZ08 | recombinant ERAP1, Leu-AMC fluorescence, 60 min | inhibition, % at 10.7 µM | hit rate 0.15% among 340,000 | AID 652197;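 active means mean replicate inhibition of at least 30%, or all replicates individually reaching that 30% level; inactive means mean below 30% and not every replicate reaching it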;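 further: 0% = neutral control wells and 100% = L-leucinethiol positive control wells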
ERp5 inh: ERp5 (human) disulfide isomerase inhibition; ERp5 insulin aggregation, absorbance 650 nm, 90 min; inhibition, % at 9.99 µM; hit rate 0.05% among 350,000;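 active means mean replicate inhibition above about 25%, with every replicate also reaching it, limit read from the data, passing the limit was not always enough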
esBAF inh: inhibitors of esBAF chromatin remodeling in mouse ES cells | Bmi1-luciferase knock-in reporter, 24 h; 100% = twice the neutral-well signal | reporter increase, % at 12.5 µM | hit rate 2% among 350,000 | AID 602393; in the data active means activation above about 40%;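 further: 0% = median of the plate's neutral control wells and 100% = double that signal; a rise in the Bmi1 reporter signal indicates esBAF inhibition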
Xi reactivation: X-chromosome reactivation activator; XiGFP mouse fibroblasts, % GFP-positive cells imaging, 3 d; cells co-treated with 5-aza-dC sensitizer; scaled so ellipticine positive control = 100%; activation, % at 7.58 µM; hit rate 0.055% among 360,000; AID 743238;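 active means mean normalized replicate activation at least 10% and every replicate at or above 10%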;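 further: 0% = median of on-plate neutral control wells and 100% = ellipticine 6 µM median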
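assay system = SV40-immortalized XiGFP fibroblast cells, line 68-5-11 | buffer or medium = DMEM plus 5-aza-dC sensitizer | doses = single-point pinned compound dosing | times = 3-day compound exposure, then 15 min fixation at room temperature | benchmarks = positive control ellipticine, 6 µM final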
RAD54 inh: inhibitors of human RAD54 branch migration; AID 602329; hit rate 0.14% among 360,000; Q92698; RAD54 Holliday junction branch migration, FAM/BHQ fluorescence; inhibition, % at 10.4 µM;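 active means mean normalized replicate activity at least 40 and at least half of replicates scoring 40 or more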;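 further: 0% = median of neutral control wells and 100% = median of positive control wells; inhibitors cause a drop in the FAM fluorescence signal; in these data hits start at about 50%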
Starred values were filed as active, the others as inactive; nt = no result given; & = joins results of further samples. A portion of the library; count on the stated rates, not on these rows.

The opening 10 records as a preview:
SMILES | S100A4 inh HTS | E-sel inducer | RAD52 inh | ERAP1 inh | ERp5 inh | esBAF inh | Xi reactivation | RAD54 inh
CCC(C)NC(=O)CN1C(=O)CN=C(c2ccccc2)c2ccccc21 (configuration not stated) | -4 | nt | -20 | -2 | 7 | nt | -0.1 | nt
O=C1NC(=O)C(Cc2ccccc2)(Cc2ccccc2)C(=O)N1 | 2 | -0.2 | -4 | 4 | -2 | nt | 0.1 | nt
c1ccc2c(N3CCNCC3)cccc2c1 | 0 | 0.4 | 1 | 0 | -3 | 4 | 0.0 | 3
O=P1(NCCCl)OCCCN1CCCl (configuration not stated) | -2 | 0.7 | -11 | -2 | 0 | -5 | 0.1 | -3
CCCCn1c(=O)c(C=Nc2cccnc2Cl)c(O)n(CCCCl)c1=O | 9 | 0.3 | -157 | 5 | -1 | nt | 0.0 | nt
Oc1ccc2c3c1OC1c4oc5ccccc5c4C[C@@]4(O)[C@@H](C2)N(CC2CC2)CC[C@]314 (some centres not stated) | 3 | nt | 2 | -5 | 7 | 3 | nt | -5
CCC(=O)c1cn(Cc2ccccc2)c2ccccc12 | -3 | 1.2 | -11 | -1 | -2 | 1 | 0.0 | -13
CCC(C)N1C(=O)/C(=C\c2cnc(N(C)C)nc2)C(=O)NC1=S (configuration not stated) | -80 | nt | -99 | 3 | -1 | nt | 0.0 | nt
COC(=O)[C@@H]1[C@@H](CO)[C@@H]2Cn3c(ccc(C4=CCCCC4)c3=O)[C@H]1N2CC1CCCCC1 | 0 | -0.5 | 8 | 5 | 1 | nt | 0.1 | nt
O=c1[nH]c(=S)[nH]c(O)c1N=Nc1ccc2c(c1)OCCO2 | 9 | nt | -7 | 3 | 4 | 7 | -0.2 | nt

The listing, repeating the preview:
SMILES | S100A4 inh HTS | E-sel inducer | RAD52 inh | ERAP1 inh | ERp5 inh | esBAF inh | Xi reactivation | RAD54 inh
CCC(C)NC(=O)CN1C(=O)CN=C(c2ccccc2)c2ccccc21 (configuration not stated) | -4 | nt | -20 | -2 | 7 | nt | -0.1 | nt
O=C1NC(=O)C(Cc2ccccc2)(Cc2ccccc2)C(=O)N1 | 2 | -0.2 | -4 | 4 | -2 | nt | 0.1 | nt
c1ccc2c(N3CCNCC3)cccc2c1 | 0 | 0.4 | 1 | 0 | -3 | 4 | 0.0 | 3
O=P1(NCCCl)OCCCN1CCCl (configuration not stated) | -2 | 0.7 | -11 | -2 | 0 | -5 | 0.1 | -3
CCCCn1c(=O)c(C=Nc2cccnc2Cl)c(O)n(CCCCl)c1=O | 9 | 0.3 | -157 | 5 | -1 | nt | 0.0 | nt
Oc1ccc2c3c1OC1c4oc5ccccc5c4C[C@@]4(O)[C@@H](C2)N(CC2CC2)CC[C@]314 (some centres not stated) | 3 | nt | 2 | -5 | 7 | 3 | nt | -5
CCC(=O)c1cn(Cc2ccccc2)c2ccccc12 | -3 | 1.2 | -11 | -1 | -2 | 1 | 0.0 | -13
CCC(C)N1C(=O)/C(=C\c2cnc(N(C)C)nc2)C(=O)NC1=S (configuration not stated) | -80 | nt | -99 | 3 | -1 | nt | 0.0 | nt
COC(=O)[C@@H]1[C@@H](CO)[C@@H]2Cn3c(ccc(C4=CCCCC4)c3=O)[C@H]1N2CC1CCCCC1 | 0 | -0.5 | 8 | 5 | 1 | nt | 0.1 | nt
O=c1[nH]c(=S)[nH]c(O)c1N=Nc1ccc2c(c1)OCCO2 | 9 | nt | -7 | 3 | 4 | 7 | -0.2 | nt
CCC(=O)C(CCN1CCOCC1)(c1ccccc1)c1ccccc1 | 2 | nt | 3 | nt | -2 | nt | 0.0 | nt
S=P(NCCSCc1ccccc1)(N1CC1)N1CC1 | -18 | -0.2 | -21 | -3 | 1 | 4 | 0.0 | -7
COc1ccc(C(=O)Nc2cccc(S(=O)(=O)NCc3ccco3)c2)cc1 | -1 | -1.2 | -75 | 0 | -2 | 8 | -0.1 | -7
COc1ccc(OCC(=O)N2CCCC(N3CCN(c4ccccc4C)CC3)C2)cc1 (configuration not stated) | -1 | 2.4 | -17 | 2 | -2 | nt | 0.3 | 9
COC(=O)N(C)c1ccc(C(O)(C(=O)OC)C(F)(F)F)cc1 (configuration not stated) | 0 | nt | -13 | 0 | 2 | nt | 0.1 | 4
FC(F)(F)c1ccccc1CCN1CCNCC1 | 3 | -0.1 | -9 | -4 | 0 | -3 | 0.3 | -5
S=C(NCCc1ccccc1)N1Cc2cc(N3CCOCC3)ccc2-n2nncc2C1 | -1 | -0.1 | -23 | 13 | -1 | 0 | nt | 4
O=c1[nH]c2ccccc2n1C1CCN(CCCC(c2ccc(F)cc2)c2ccc(F)cc2)CC1 | -1&-7 | 0.0 | 1 | -1 | 1 | -3 | 0.1 | 4
CC(C)NC(=O)N1[C@@H]2Cn3c(ccc(-c4cccc(C(=O)N(C)C)c4)c3=O)[C@H]1[C@@H](C(=O)O)[C@@H]2CO | 33 | -0.2 | 11 | -1 | -1 | -1 | 0.4 | 0
O=C(Nc1ccccc1)c1c(O)c2c(n(Cc3ccco3)c1=O)CCCC2 | -2 | 3.6 | -2 | 2 | 4 | -6 | 0.8 | -9

Some values from the list:
RAD54 inh with `FC(F)(F)c1ccccc1CCN1CCNCC1` : -5
Xi reactivation with `COc1ccc(OCC(=O)N2CCCC(N3CCN(c4ccccc4C)CC3)C2)cc1` (configuration not stated) : 0.3

New compounds follow:
SMILES | S100A4 inh HTS | E-sel inducer | RAD52 inh | ERAP1 inh | ERp5 inh | esBAF inh | Xi reactivation | RAD54 inh
N#CCC(=O)NN1Cc2ccccc2C1=N | 5 | nt | -13 | 0 | -1 | nt | 0.0 | nt
Cc1nc2ccc(Br)cc2c(=O)n1-c1ccc([N+](=O)[O-])c(C(F)(F)F)c1 | -1 | 1.5 | -9 | -2 | -8 | 3 | 0.0 | 0
Cc1cccc(OP(N)(N)=O)c1C | -3 | 2.0 | -24 | -3 | 9 | -3 | 0.0 | nt
C1CN(P2(N3CC3)=NP(N3CC3)(N3CC3)=NP(N3CC3)(N3CC3)=N2)CCO1 (configuration not stated) | 11 | -0.4 | -67 | -3 | 1 | nt | -0.1 | nt
COc1cc(O)cc2c1C(=O)OC(C)CCCC(=O)CCC/C=C\2 (configuration not stated) | -5 | nt | -11 | 1 | 1 | -3 | 0.2 | -17
O=C(CF)N(O)c1ccc(C=Cc2ccccc2)cc1 | 2 | 0.1 | -9 | 0 | 0 | nt | 0.8 | nt
CSc1ccc(CNC2CN3CCC2CC3)cc1 (configuration not stated) | 3 | nt | -6 | -1 | 2 | -6 | nt | -14
CCOC(=O)c1cccc(C2=C(CNC(=O)c3ocnc3C)[C@H]3CC[C@@H](C2)N3Cc2ccccc2)c1 | -2 | nt | -12 | -4 | -2 | 0 | -0.1 | -1
Cc1ccc(S(=O)(=O)Oc2ccccc2C=C2C(=O)N(C)C(=O)N(C)C2=O)cc1 | 0 | -0.1 | 0 | 5 | 3 | 4 | 0.0 | 7
CCCCn1c(N)c(C(=O)OCCOC)c2nc3ccccc3nc21 | -7 | -0.1 | -8 | -29 | -1 | nt | -0.1 | 4
CCN(CC)c1ccc(C=C2C(=O)N(C)C(=S)N(C)C2=O)o1 | -47 | nt | -79 | -3 | -3 | nt | 0.0 | -9
COC(=O)[C@H]1[C@H](CO)[C@H]2Cn3c(ccc(-c4ccccc4F)c3=O)[C@@H]1N2Cc1cccnc1 | 1 | -0.2 | -5 | 1 | 1 | -3 | 0.0 | -9
Cc1nc2ccc(Cl)cc2c(=O)n1-c1cccc(Cl)c1 | 2 | 0.1 | -14 | -2 | 0 | -10 | 0.1 | 6
Cc1ccc(S(=O)(=O)NP(=O)(Oc2ccccc2)Oc2ccccc2)cc1 | 11 | nt | -3 | 9 | 2 | -7 | nt | nt
O=C(O)C1C2CCC(O2)C1C(=O)Nc1ccc(Cl)cc1 (configuration not stated) | -3 | nt | 3 | 5 | 4 | nt | 0.0 | nt
COC(=O)C1=C(c2ccc3ccccc3c2)C[C@@H]2CC[C@H]1N2C(=O)NCCO | 7 | -0.2 | -17 | -1 | 3 | -3 | 0.2 | 0
CN1CCN(Cc2ccc3ccccc3c2)CC1 | 3 | nt | -4 | 2 | 4 | 2 | 0.1 | 0
COc1ccc(CCNCc2cccn2C)cc1OC | 0 | 0.0 | 12 | 4 | 2 | -4 | 0.1 | 5
COC(=O)c1c(C)[nH]c(C(=O)C(C)[N+]23CCN(CC2)CC3)c1C (configuration not stated) | -7 | 2.4 | -10 | -1 | 2 | nt | 0.0 | nt
Cc1ccc(CN2C3CCCC2CC(NC(=O)Nc2cccc(F)c2)C3)cc1 (configuration not stated) | 1 | 1.6 | 5 | -3 | -4 | nt | -0.4 | nt
CC1NC(=O)NC(=O)C1Br (configuration not stated) | 6 | 0.0 | -9 | -2 | -6 | -1 | 0.0 | 2
COc1ccc(-c2ccc([C@H]3[C@H](CO)N4CCCCN(C(=O)Cc5ccccc5)C[C@@H]34)cc2)cc1 | -1 | -0.5 | -3 | 3 | 1 | nt | -0.1 | 5
CCCCCCCC(=O)NC(Oc1ccccc1[N+](=O)[O-])C(Cl)(Cl)Cl (configuration not stated) | -5 | nt | -8 | 12 | -2 | -2 | nt | -4
Cn1cc([N+](=O)[O-])c(C(=O)Nc2ccc3c(C(F)(F)F)cc(=O)oc3c2)n1 | -1 | -0.3 | -14 | -2 | 5 | -40 | 0.1 | 2
Cc1cc(C)c(C(=O)N2CCC3(CC2)OCCO3)c(C)c1 | -7 | nt | -16 | -3 | -1 | -4 | 0.0 | 0
C=CCN1Cc2ccccc2-n2nncc2C1 | 0 | -0.1 | -11 | -3 | -1 | 5 | nt | 5
CCCCCCn1c(O)c(C=NCCN2CCOCC2)c(=O)[nH]c1=O | -6 | nt | -55 | 14 | 8 | nt | 0.0 | nt
CCOP(=O)(NC(C)C)Oc1ccc(SC)c(C)c1 (configuration not stated) | -1 | 0.0 | -7 | -1 | 4 | 1 | 0.0 | -8
O=c1[nH]c(=S)n(C2CC2)c(O)c1C=NCc1ccc(F)cc1 | -10 | -0.1 | 4 | 2 | 2 | nt | 0.0 | nt
CC(Cc1ccccc1)NCCC(=O)NC(C)Cc1ccccc1 (configuration not stated) | 1 | nt | -7 | -1 | -4 | -2 | -0.1 | -2
NC(=O)c1cn(C2CCCCC2)c2ccccc2c1=O | 2 | -0.3 | -4 | 2 | 0 | 2 | 0.0 | -1
COC(=O)C1=C(c2ccccc2OCc2ccccc2)C[C@@H]2CC[C@H]1N2C(=O)NCCN1CCOCC1 | -2 | 0.0 | -5 | 2 | -4 | -3 | -0.3 | 4
N#CC1c2ccccc2-n2nncc2CN1C(=O)c1ccccc1F (configuration not stated) | 4 | 0.7 | 0 | 14 | 2 | -10 | nt | -2
COCCCNC(=O)c1c(N)n(Cc2ccco2)c2nc3ccccc3nc12 | 2 | 0.6 | -38 | -47 | -2 | nt | 0.2 | -4
CCC1(C)CC(CCNCc2ccc(N(C)C)cc2)(c2ccc(F)cc2)CCO1 (configuration not stated) | -2 | nt | -15 | -3 | -1 | -87 | -0.3 | -12
O=C(NC(Cc1cnc[nH]1)C(=O)O)c1ccccc1 (configuration not stated) | 0 | nt | -21 | 2 | 1 | nt | 0.0 | -11
COC(=O)[C@@H]1[C@@H](CO)[C@@H]2Cn3c(cccc3=O)[C@H]1N2C(=O)C1CCC1 | -4 | nt | -14 | 0 | 6 | -2 | nt | -6
